# LMNA splice mod: modulators of lamin A splicing; HeLa LMNA splicing GFP/RFP minigene ratio, 48 h; Potency, µM (titrated, usually from 46.1 µM), inactives show at the highest dose ratio change, negative = inhibition, most hits filed as inhibitors; 200,000 compounds, 0.01% hits; active = well fitted inhibition curve with a large enough effect in the signal ratio, with a control signal flat, not every such curve was filed as active; inconclusive = small, poorly fitted or top-dose-only effect, or effect the other way, or a change in a side signal; the % refers to the signal ratio; also: potency is read from the fitted curve at half-maximal effect; % is scaled to controls: 0 for no effect and ±100 for the full control effect
#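 S3 HeLa stable clones carrying a lamin A-EGFP splicing minigene plus DsRed2 were seeded at 600 cells/well in Opti-MEM with 2% FBS, pin-dosed and incubated 48 h at 37°C. Acumen cytometry (488 nm) gave the GFP/RFP total-intensity ratio.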
# IMPase Li cell: IMPase inhibition in cells with lithium potentiation. CHO-M1 cells, IP1 TR-FRET (IP-One), carbachol + lithium. Potency, µM (titrated, usually from 59.4 µM), without a hit: at the highest dose activity, negative = IMPase inhibition, most hits filed as inhibitors. 210,000 compounds, 0.35% hits. AID 1457;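 also: IP1 builds up when IMPase is blocked and the TR-FRET signal falls; potency is read from the fitted curve at half-maximal effect; plate controls were basal vehicle for no effect and high inhibitor control for full effect; nearly all actives have a fitted effect of over 50% in size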
#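 Concentration–response in CHO-M1 cells, lithium-potentiated; 30 min at 37C. IP1 detected by competitive TR-FRET after 10 min lysis at RT. Hill-fitted AC50.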
# KinaseGlo FLuc: counter-screen: inhibitors of Kinase-Glo firefly luciferase; Kinase-Glo luciferase, ATP luminescence, 8 min; Potency, µM (top dose mostly 38.3 µM), inactives show at the top dose activity change, negative = inhibition, hits mostly inhibitors; 200,000 compounds, 0.28% hits; also: potency is read from the fitted curve at half-maximal effect; % is scaled to controls: 0 for no effect and ±100 for the full control effect; nearly all actives have a fitted effect of over 60% in size
#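 Inhibition of Kinase-Glo luciferase light generation was assessed at 10 uM ATP in pH 7.2 imidazole buffer, with luminescence measured after eight minutes at ambient temperature.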
# Epigenetic derep: regulators of epigenetic silencing causing reporter derepression in mouse cells; murine LDR cells, GFP reporter derepression, 30 h; Potency, µM (highest dose often 53.9 µM), without a hit: at the top dose GFP activation, usual class: activators; 280,000 compounds, 0.2% hits; AID 1865; also: potency is read from the fitted curve at half-maximal effect; % of control where 0% means no effect; nearly all actives have a fitted effect of over 60% in size
#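 Reporter derepression read as number of fluorescent GFP-positive objects, 20-120 um in size, counted by laser-scanning cytometer. Mouse LDR line with an epigenetically silenced CMV-GFP locus; compound incubation 30 h, 37 C.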
# NPSR antagonist: antagonists of human neuropeptide S receptor cAMP signaling; CHO-NPSR cells, cAMP TR-FRET, antagonist mode; Potency, µM (series often up to 38.3 µM), inactives show at the highest dose activity change, negative = inhibition, most hits filed as inhibitors; 220,000 compounds, 1% hits; AID 1461; also: potency is read from the fitted curve at half-maximal effect; % is scaled to controls: 0 for no effect and ±100 for the full control effect; nearly all actives have a fitted effect of over 50% in size; many of its hits are not listed in these tables
# Target sequence (Q6W5P4 whole entry, looked up): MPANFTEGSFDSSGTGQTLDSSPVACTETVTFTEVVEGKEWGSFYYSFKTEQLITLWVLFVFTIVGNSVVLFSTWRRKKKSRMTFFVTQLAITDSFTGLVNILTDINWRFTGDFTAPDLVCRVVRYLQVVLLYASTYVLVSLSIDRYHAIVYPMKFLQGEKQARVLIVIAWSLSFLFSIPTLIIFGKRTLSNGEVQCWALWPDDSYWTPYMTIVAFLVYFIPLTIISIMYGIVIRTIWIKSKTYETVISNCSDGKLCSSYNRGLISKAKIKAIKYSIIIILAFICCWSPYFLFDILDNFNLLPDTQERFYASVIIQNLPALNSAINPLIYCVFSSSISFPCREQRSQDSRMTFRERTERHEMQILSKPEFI
# HttQ103 aggreg: reduces HttQ103-GFP aggregates in PC12 cells; PC12 HttQ103-GFP aggregates, Acumen cytometry, 40 h; Potency, µM (titrated, usually from 46.1 µM), inactives show at the highest dose activity change, negative = inhibition, hits mostly inhibitors; 220,000 compounds, 1.1% hits; also: potency is read from the fitted curve at half-maximal effect; % is scaled to controls: 0 for no effect and ±100 for the full control effect; nearly all actives have a fitted effect of over 60% in size
#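 PC12 cells with ecdysone-inducible HTT exon1 Q103-GFP, induced by 100 nM tebufenozide, given compounds in a concentration series. GFP aggregates (1–25 um, 6 SD above background) counted in lysates by laser-scanning cytometry, 488 nm excitation.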
# CBFb-RUNX1 inh: blocks binding between human CBF-beta and RUNX1; Potency, µM (titrated, usually from 59.8 µM), without a hit: at the top dose activity, negative = inhibition, most hits filed as inhibitors; AlphaScreen CBFb-His/RUNX1-biotin binding, biochemical; Q01196+Q13951; 230,000 tested, under 10 active; also: % of control where 0% means no effect
# Target sequence (Q01196 whole entry, looked up): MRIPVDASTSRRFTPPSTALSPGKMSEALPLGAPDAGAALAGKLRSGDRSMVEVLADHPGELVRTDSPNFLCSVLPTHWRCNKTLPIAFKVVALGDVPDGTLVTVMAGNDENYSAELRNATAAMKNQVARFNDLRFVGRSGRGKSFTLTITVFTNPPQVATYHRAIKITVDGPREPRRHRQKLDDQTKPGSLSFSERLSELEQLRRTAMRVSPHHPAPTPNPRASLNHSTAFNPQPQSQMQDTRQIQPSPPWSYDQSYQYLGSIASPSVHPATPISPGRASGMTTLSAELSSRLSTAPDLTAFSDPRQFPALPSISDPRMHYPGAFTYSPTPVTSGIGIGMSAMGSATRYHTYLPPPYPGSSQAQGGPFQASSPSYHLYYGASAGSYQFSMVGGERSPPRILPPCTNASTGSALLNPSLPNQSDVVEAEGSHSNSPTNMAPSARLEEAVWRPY
# Target sequence (Q13951 whole entry, looked up): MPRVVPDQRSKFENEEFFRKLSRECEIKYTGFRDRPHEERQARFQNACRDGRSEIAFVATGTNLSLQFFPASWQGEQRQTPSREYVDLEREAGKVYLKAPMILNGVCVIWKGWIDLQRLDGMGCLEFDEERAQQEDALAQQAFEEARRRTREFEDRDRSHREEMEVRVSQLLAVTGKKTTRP
#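 AlphaScreen binding: CBFb-His and RUNX1-biotin (30 nM each) preincubated 20 min, compound added for 15 min, then nickel and streptavidin beads for 90 min, all at room temperature. Disruption of the interaction by any mechanism counts as activity.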
# Starred values were filed as active, the others as inactive; ? = inconclusive; nt = no result given; & = joins results of further samples; [ ] = another dose, or the depositor's remark. Unless noted, calls follow the shape of the dose curve; as a rule, active = well fitted curve in the direction sought with a large enough effect; inconclusive = small, poorly fitted or top-dose-only effect, or another doubt; inactive = no such curve, though single readings can be large; an effect the other way counts as inactive or inconclusive. A portion of the library; count on the stated rates, not on these rows.
SMILES,LMNA splice mod,IMPase Li cell,KinaseGlo FLuc,Epigenetic derep,NPSR antagonist,HttQ103 aggreg,CBFb-RUNX1 inh
Cc1cc(NS(=O)(=O)c2ccc(NC(=O)c3ccco3)cc2)no1,4%,5%[38.3 µM],-3%,-1.0%,-13%[46.1 µM],-7%,0%
O=C(Nc1ccc(N2C(=O)C3C4C=CC(C4)C3C2=O)cc1)Nc1nncs1 (stereo not drawn),-4%,13%[38.3 µM],-6%,0.0%,-9%[46.1 µM],?,-3%
O=C(NCC1CCCO1)C(c1ccc(F)cc1)N(CC1CCCO1)C(=O)c1ccc(-c2ccccc2)[nH]1 (stereo not drawn),nt,11%,2%,5.5%,?,11%[9.22 µM],-2%
Cc1ccc(CN(CC(=O)NC2CCCC2)C(=O)CSc2nnc(COc3ccccc3)o2)cc1,-2%,8%,-1%,-1.0%,2%,-2%,-3%
CC1CCCN(CC(O)COc2ccc3c(c2)OCO3)C1 (stereo not drawn),nt,18%,1%,1.0%,29%,-2%,-2%
CC(C)CN(CCOc1cccc(N2C(=O)C3=C(CCCC3)C2=O)c1)CC(C)C,13%,5%,2%,1.3%,-21%,7%,-2%
Cc1cc(=O)oc2cc(NS(=O)(=O)c3ccc(F)cc3)ccc12,0%[46 µM],nt,nt,1.1%,40%,20%[9.22 µM],-3%
O=C(NCCCn1ccnc1)/C(=C\c1cccs1)NC(=O)c1cccs1,nt,-7%,nt,3.7%,5%,1%,-13%
COCCN(C(=O)CCc1nnc(CCc2c[nH]c3ccccc23)o1)C(C)C,nt,-3%,nt,-0.1%,-1%,-3%[9.22 µM],5%
COc1ccc(NC(=O)CSc2nnc(Cc3cccn3C)n2CCc2ccccc2)cc1OC,-11%,nt,nt,3.1%,-19%[46.1 µM],15%,-21%
NC1=NC(=O)/C(=C/c2ccccc2OS(=O)(=O)c2ccccc2)S1,-7%,-5%,-1%,-2.2%,25%,2%,15%
CCn1cnc2sc(C)c(C)c2c1=O,5%,27%[38.3 µM],-1%,2.8%,1%[46.1 µM],-15%,1%
O=C1CCCC2=C1C(c1cccs1)n1ncnc1N2 (stereo not drawn),-8%,16%[38.3 µM],0%,-1.1%,-15%[46.1 µM],-19%,5%
CCOc1ccc(N(CC(=O)N2CCCC2)S(=O)(=O)c2c(C)noc2C)cc1,-5%,5%[38.3 µM],-3%,-3.2%,-3%[46.1 µM],-9%,-5%
COC(=O)[C@H](Cc1ccccc1)NC(=O)[C@@]1(C)C[C@@H]1[C@@H](NC(=O)OCc1ccccc1)c1ccccc1,19%,14%&2%,-2%&0%,-1.8%&0.4%,-28%,0%,5%[2.36 µM]
COC(=O)CCP(=O)(O)Cc1ccccc1CP(=O)(O)CCC(=O)OC,3%,-16%[38.3 µM],-5%,1.7%,4%[46.1 µM],7%,0%
Cc1cc(C)c2c(-n3cccc3)c(NC(=O)OC(C)C)sc2n1,10%,5%[38.3 µM],-2%,0.0%,-23%[46.1 µM],?,-7%
CCOC(=O)c1c(C)[nH]c(C(=O)COC(=O)C23CC4CC(CC(Cl)(C4)C2)C3)c1C,-4%,16%[38.3 µM],-4%,2.9%,?,9%,-2%
Clc1cccc(Cl)c1Cn1nnc(N2CCCC2)n1,nt,nt,nt,0.1%,22%,-2%[9.22 µM],12%
O=C(/C(=N\Nc1ccc(Br)cc1)Sc1nnnn1-c1ccccc1)c1ccccc1,?,1%,0%,0.0%,-20%,-10%,2%
COCCCn1c(SCC(=O)Nc2sc3c(c2C#N)CCCC3)nnc1-c1ccncc1,-9%,4%,3%,-1.0%,-5%[46.1 µM],1%,-4%
CCOC(=O)Cc1csc(NC(=O)CN2C(=O)c3ccccc3C2=O)n1,nt,nt,nt,0.5%,10%,5%[9.22 µM],7%
N#Cc1nc(-c2ccco2)oc1NCc1ccco1,?,21%[38.3 µM],-1%,-14%,?,6%,10%
O=C(CSc1ncnc2nc[nH]c12)N1CCN(c2ccccc2)CC1,9%,-2%[38.3 µM],-1%,0.0%,1%[46.1 µM],27%,5%
Cc1cccc(C(=O)CC(=O)c2cc(Cl)ccc2O)c1,?,23%[38.3 µM],16%,5.1%,?,13µM*,6%
CC(C)N(CCNC(=O)C1CCN(S(=O)(=O)N2CCOCC2)CC1)Cc1ccccc1,-5%,2%[38.3 µM],0%,-0.9%,-3%[46.1 µM],1%,-1%
Cc1cccc(NC(=S)N2CCC(c3nc4ccccc4o3)CC2)c1,6%[46 µM],0%,0%,2.1%,-2%,-18%,-2%
Cc1oc(C(C)(C)C)cc1C(=O)Nc1cccc(C(=O)O)c1,1%,19%[38.3 µM],-4%,0.0%,-9%[46.1 µM],16%,-7%
Cc1ccc(C2(C)NC(=O)N(CC(=O)c3ccc(Cl)s3)C2=O)cc1 (stereo not drawn),?,-4%,-2%,0.0%,-11%,1%,-5%
Cc1nc2ccccc2c2oc(C(=O)NCC3COc4ccccc4O3)cc12 (stereo not drawn),?,22%,-2%,-1.0%,0%,?,-8%
O=C1c2ccccc2NC(c2cccnc2)N1c1ccccc1F (stereo not drawn),-3%,-2%,-2%,1.1%,14%,-1%,2%
COC(=O)CC1=NN(c2ccc(OC)cc2)C(=O)/C1=C\c1ccc(Cl)cc1,-10%,-1%,3%,-2.2%,-33%,-19%,?
COc1cccc2c1OC1(CCN(C(C)C)CC1)N1N=C(c3cccnc3)CC21 (stereo not drawn),nt,nt,nt,-1.1%,11%,-11%[9.22 µM],-12%
Cc1onc(-c2ccccc2)c1C(=O)NC(=S)Nc1sc2c(c1C#N)CCC(C)C2 (stereo not drawn),2%,-8%,2%,-3.2%,-29%,15%,-16%
CCCCc1nc(SCCOC)c2c(=O)n(C)c(=O)n(C)c2n1,12%[46 µM],15%,0%,-0.5%,-25%,0%,15%
c1ccc(Cn2c(SCCN3CCOCC3)nnc2-c2cccnc2)cc1,5%,6%[38.3 µM],7%,0.0%,2%[46.1 µM],7%,3%
CCCCOc1[nH]c2nc(-c3ccco3)n(Cc3ccco3)c(=N)c2c1C#N,-10%,2%,-3%,0.0%,-23%[46.1 µM],9%,?
CCn1c(COc2ccccc2)nc2ccccc21,-5%,4%,-5%,0.8%,-4%[46.1 µM],9%,14%
CCOC(=O)C1CCN(C(=O)c2cccnc2Oc2ccc(Cl)cc2)CC1,nt,nt,nt,-2.1%,-12%,3%[9.22 µM],11%
CCC1(C)CC(CCN(Cc2ccco2)C(C)=O)(c2ccccc2)CCO1 (stereo not drawn),7%[46 µM],4%,1%,-1.1%,-40%,nt,-8%
CN1C2C=C3C(C#N)=C(N)C(C#N)(C#N)[C@H](c4c(F)cccc4F)[C@H]3C1CC2 (stereo partly drawn),11%,-4%[38.3 µM],-1%,2.8%,-13%[46.1 µM],20%,-3%
Cc1cccc(-n2c(CNC(=O)c3ccc(S(=O)(=O)N4CCCC4)cc3)n[nH]c2=S)c1,-4%,23%[38.3 µM],17%,1.0%,-11%[46.1 µM],11%,9%
CCc1ccc(OCC(=O)N(C)CCC#N)c(Br)c1,8%,26%[38.3 µM],0%,0.0%,0%[46.1 µM],-17%,7%
CC1(C)CC(=O)C(C=NCCCO)=C(O)C1,0%,3%[38.3 µM],1%,-0.9%,-6%[46.1 µM],-1%,-3%
Cc1ccc(-c2nc3cccnc3s2)cc1NS(=O)(=O)c1ccc2c(c1)CCCC2,?,-11%,1%,-1.0%,-23%,10%,5%[2.36 µM]
Cc1ccc2c(c1)c1nnc(SCC(=O)Nc3cccc(Cl)c3C)nc1n2CC(=O)O,nt,7%,2%,-1.2%,2%,15%,4%
COc1ccc(-c2ccc(CCC(=O)O)n2NC(=O)c2ccc(C(C)(C)C)cc2)cc1,?,8%,-1%,-7.4%,41%,3%[9.22 µM],-16%
COc1ccccc1-c1cc(C(=O)NCCN2CCOCC2)no1,-6%,-17%[38.3 µM],-6%,-1.1%,-6%[46.1 µM],1%,4%
O=C(CN1CCN(Cc2ccccc2Cl)CC1)N/N=C/c1ccco1,nt,nt,nt,0.1%,2%,3%[9.22 µM],10%
Cc1ccc2nc(N=C(N)N)nc(C)c2c1,?,2%,-2%,-3.0%,10%,-4%,-3%
Cc1oc(-c2ccc3c(c2)OCCO3)cc1C(=O)NC(Cc1ccccc1)C(=O)O (stereo not drawn),nt,-1%,nt,-0.2%,7%,8%[9.22 µM],-1%
O=C(Nc1ccccc1)c1ccc2c(c1)OCO2,9%,-17%[38.3 µM],-22%,-2.8%,-6%[46.1 µM],-6%[9.22 µM],-1%
Cc1[nH]c2ccccc2c1C(=O)CSc1nc2ccccc2[nH]1,0%,15%[38.3 µM],-6%,-1.4%,-13%[46.1 µM],2%,-6%
N#CCSc1nc(N)c(C#N)c(C2CCCCC2)c1C#N,-3%,-7%[38.3 µM],-3%,2.9%,-12%[46.1 µM],-26%,3%
O=C(Nc1ccc(O)cc1)C1CC=CCC1 (stereo not drawn),-7%,10%[38.3 µM],-3%,-1.1%,-16%[46.1 µM],?,-8%
Cc1occc1C(=O)N/N=C/c1ccc2c(c1)OCO2,nt,nt,nt,-1.8%,-2%,-14%[9.22 µM],10%
O=C(Nc1ccc(N2CCN(C(=O)c3ccc(Cl)cc3)CC2)cc1)c1ccc(Br)o1,?,41%[activator][38.3 µM],1%,-1.1%,-10%[46.1 µM],?,-23%
CCCCn1c(=O)[nH]c(=O)c2c1nc(-c1cc3c(cc1Br)OCO3)n2C,nt,-1%,1%,-0.1%,-16%,?,-2%
O=C(CSc1ccccn1)N/N=C/c1c[nH]c2ccccc12,-10%[9.22 µM],6%,-5%,-1.1%,-6%,17%,-7%
Cc1ccc(/C=C/C(=O)Nc2cccc3ncccc23)o1,-1%,2%,4%,-0.9%,-9%[46.1 µM],1%,10%

# Next section.
SMILES,LMNA splice mod,IMPase Li cell,KinaseGlo FLuc,Epigenetic derep,NPSR antagonist,HttQ103 aggreg,CBFb-RUNX1 inh
N#CCCn1cc(C(N)=O)c(-c2cccs2)n1,nt,-2%,-4%,2.2%,9%,14%,-3%
CCOc1ccc(CSC(=N)N)cc1Cl,nt,nt,nt,2.0%,-3%,-1%[9.22 µM],4%
COc1cccc(C2=Nc3cccc4cccc(c34)N2)c1,?,32%[activator],-4%,0.0%,36%,10%,-3%
CCOC(=O)c1ccc(NC(=S)N(CCN2CCCCCC2)Cc2cccs2)cc1,?,23%,1%,-1.9%,-49%,6%,-4%

# Screens from PubChem BioAssay.
